Compound activity: PubChem BioAssay, The Scripps Research Institute Molecular Screening Center
MITF primary – blocks human microphthalmia-associated transcription factor. inhibition, % at 2.6 µM. O75030. AID 1259374. AlphaScreen MITF homodimerization, bead proximity signal. 0.91% of 650,000 active; in the data active = inhibition above about 50%;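 note: 0% = vehicle wells with protein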
Target sequence (O75030 whole entry, looked up): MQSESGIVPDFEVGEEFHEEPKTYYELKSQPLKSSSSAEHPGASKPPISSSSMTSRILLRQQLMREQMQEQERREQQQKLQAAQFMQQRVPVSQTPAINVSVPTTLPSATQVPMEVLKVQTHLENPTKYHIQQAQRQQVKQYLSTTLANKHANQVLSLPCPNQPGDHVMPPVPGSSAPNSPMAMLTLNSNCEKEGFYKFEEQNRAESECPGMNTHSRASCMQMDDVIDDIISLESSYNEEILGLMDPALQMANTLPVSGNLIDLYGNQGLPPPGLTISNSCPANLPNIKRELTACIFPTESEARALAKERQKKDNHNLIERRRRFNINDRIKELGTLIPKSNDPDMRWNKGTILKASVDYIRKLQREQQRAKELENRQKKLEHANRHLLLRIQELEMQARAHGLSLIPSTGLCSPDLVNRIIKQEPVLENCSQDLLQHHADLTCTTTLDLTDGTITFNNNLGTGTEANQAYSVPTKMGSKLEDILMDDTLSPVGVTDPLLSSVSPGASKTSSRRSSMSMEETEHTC
GPR151 ag – human GPR151 activation; 1% of 650,000 active; Q8TDV0; PathHunter beta-arrestin GPR151 cells, luminescence; activation, % at 11.2 µM; in the data active = activation above about 4.9%;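 note: 0% = median of compound wells and 100% = cells with positive control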
Target sequence (Q8TDV0 whole entry, looked up): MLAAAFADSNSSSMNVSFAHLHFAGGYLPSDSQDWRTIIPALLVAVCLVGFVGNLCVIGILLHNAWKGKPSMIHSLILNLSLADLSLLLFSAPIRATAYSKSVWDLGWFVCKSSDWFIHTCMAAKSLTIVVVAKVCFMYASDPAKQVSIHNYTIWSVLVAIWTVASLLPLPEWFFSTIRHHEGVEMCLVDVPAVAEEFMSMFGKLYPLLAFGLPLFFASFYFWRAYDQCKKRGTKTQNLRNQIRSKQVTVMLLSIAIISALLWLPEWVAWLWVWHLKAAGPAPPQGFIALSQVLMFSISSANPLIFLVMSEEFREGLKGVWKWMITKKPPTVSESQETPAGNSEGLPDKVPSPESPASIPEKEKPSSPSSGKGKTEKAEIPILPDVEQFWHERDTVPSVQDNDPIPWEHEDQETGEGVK
TEAD-YAP inh – TEAD-YAP interaction inhibition | HEK-TIYL cells, TEAD-Gal4/YAP UAS-luciferase luminescence | inhibition, % at 9.12 µM | 1.4% of 640,000 active | AID 1259422; in the data active = inhibition above about 32%;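 note: 0% = median of test compound wells and 100% = reference inhibitor wells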
FBW7 activator – activators of human E3 ligase FBW7 | AlphaScreen FBW7–phospho-cyclin E peptide binding, activator screen | normalized activity (activation), % at 26.1 µM | 0.13% of 650,000 active | AID 1259310; in the data active = normalized activity above about 1.9%;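 note: purified mutant Fbw7 with reduced substrate affinity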
The depositor's hits bear a star.

Results for CC(C)C(=O)NC(=S)Nc1ccccc1C(N)=O ?
MITF primary: -2; GPR151 ag: -1.3; TEAD-YAP inh: 1; FBW7 activator: 0.0

How did COc1ccc(C2=NN(C(=O)CCC(=O)O)C(c3ccco3)C2)cc1 (stereo not drawn) do in these assays?
MITF primary: -15; GPR151 ag: 0.5; TEAD-YAP inh: -2; FBW7 activator: -0.1

How did CC1=C(C(N)=O)C(c2ccc3c(c2)OCO3)n2nc(-c3cccc(Cl)c3)nc2N1 (stereo not drawn) do in these assays?
MITF primary: 4; GPR151 ag: 1.2; TEAD-YAP inh: -7; FBW7 activator: 0.1

How did O=C(COC(=O)c1ccc(N2C(=O)c3ccccc3C2=O)cc1)Nc1ccc(Cl)cc1[N+](=O)[O-] do in these assays?
MITF primary: 0; GPR151 ag: 0.4; TEAD-YAP inh: 31; FBW7 activator: 0.2

Results for Cc1ccc(N(CC(=O)NC2CCCC2)C(=O)CCCC(=O)Nc2ccccn2)cc1 ?
MITF primary: -4; GPR151 ag: 0.1; TEAD-YAP inh: -3; FBW7 activator: 0.1

How did CCOC(=O)C1CCCN(c2c(N3CCN(c4cccc(Cl)c4)CC3)c(=O)c2=O)C1 (stereo not drawn) do in these assays?
MITF primary: -7; GPR151 ag: 0.9; TEAD-YAP inh: 8; FBW7 activator: -0.1

What do the screens show for `Cc1cccc(NC(=O)Cn2nnc(-c3ccccc3N)n2)c1C`?
MITF primary: 6; GPR151 ag: -0.5; TEAD-YAP inh: -2; FBW7 activator: -0.2

How did Cc1ccc2nc(-c3ccc(NC(=O)/C=C\C(=O)O)cc3)sc2c1 do in these assays?
MITF primary: -1; GPR151 ag: 0.1; TEAD-YAP inh: 35*; FBW7 activator: 0.1

Results for COc1cccc(OC)c1C(=O)Nc1ccc(Br)c2cccnc12 ?
MITF primary: 6; GPR151 ag: -1.1; TEAD-YAP inh: 2; FBW7 activator: 0.0

Results for CC(C)OC(=O)c1ccc(NC(=O)C2C3CC4OC(=O)C2C4C3)cc1 (stereo not drawn) ?
MITF primary: 3; GPR151 ag: 1.3; TEAD-YAP inh: -21; FBW7 activator: 0.0

Results for Cc1cc2c(cc3c(=O)n(CC(=O)NC4CCCc5ccccc54)ncn32)s1 (stereo not drawn) ?
MITF primary: -1; GPR151 ag: -1.9; TEAD-YAP inh: 10; FBW7 activator: 0.5

How did O=C(/C=C/c1cccc(F)c1)N1CCC(n2c(C3CCCO3)nc3cccnc32)CC1 (stereo not drawn) do in these assays?
MITF primary: 12; GPR151 ag: -0.3; TEAD-YAP inh: -2; FBW7 activator: -0.1

How did COC(CNC(=S)Nc1cccc(Cl)c1)OC do in these assays?
MITF primary: -10; GPR151 ag: 0.4; TEAD-YAP inh: 1; FBW7 activator: -0.1

What do the screens show for `COC(c1ccccc1)c1nnc(CCC(=O)NCc2cccc(C(F)(F)F)c2)o1` (stereo not drawn)?
MITF primary: 7; GPR151 ag: 0.6; TEAD-YAP inh: 1; FBW7 activator: 0.1

Results for N#CC1=C(N)OC(c2ccccc2)=C(n2cnc([N+](=O)[O-])n2)C1c1ccccc1 (stereo not drawn) ?
MITF primary: -7; GPR151 ag: 1.8; TEAD-YAP inh: 3; FBW7 activator: 0.0

Results for CCC(Sc1nncn1C)C(=O)Nc1nnc(-c2ccc(OC)cc2OC)s1 (stereo not drawn) ?
MITF primary: -11; GPR151 ag: 2.5; TEAD-YAP inh: 3; FBW7 activator: 0.1

How did CCNc1nc(N)c(C(=O)c2ccc(C)cc2)s1 do in these assays?
MITF primary: 7; GPR151 ag: -0.4; TEAD-YAP inh: 0; FBW7 activator: -0.2

Results for CCOc1ccc2ccc(OCC)c(C=O)c2c1 ?
MITF primary: 0; GPR151 ag: -1.4; TEAD-YAP inh: -20; FBW7 activator: 0.3

What do the screens show for `COC1OC(=O)C(Cl)=C1Nc1ccc(C)c(C)c1` (stereo not drawn)?
MITF primary: -6; GPR151 ag: 0.1; TEAD-YAP inh: 0; FBW7 activator: -0.1

What do the screens show for `COc1cccc(-c2nc(C(N)=O)c3[nH]c(=O)n(-c4ccc(F)cc4)c3n2)c1`?
MITF primary: 1; GPR151 ag: 0.3; TEAD-YAP inh: -1; FBW7 activator: 0.0

2 entries drawn at random from the list so far:
How did O=C(COC(=O)c1ccc(N2C(=O)c3ccccc3C2=O)cc1)Nc1ccc(Cl)cc1[N+](=O)[O-] do in these assays?
MITF primary: 0; GPR151 ag: 0.4; TEAD-YAP inh: 31; FBW7 activator: 0.2

What do the screens show for `COC1OC(=O)C(Cl)=C1Nc1ccc(C)c(C)c1` (stereo not drawn)?
MITF primary: -6; GPR151 ag: 0.1; TEAD-YAP inh: 0; FBW7 activator: -0.1

Sorted by SMILES length (lowest first): three of the compounds above
Results for CCOc1ccc2ccc(OCC)c(C=O)c2c1 ?
MITF primary: 0; GPR151 ag: -1.4; TEAD-YAP inh: -20; FBW7 activator: 0.3

What do the screens show for `Cc1cccc(NC(=O)Cn2nnc(-c3ccccc3N)n2)c1C`?
MITF primary: 6; GPR151 ag: -0.5; TEAD-YAP inh: -2; FBW7 activator: -0.2

How did CC1=C(C(N)=O)C(c2ccc3c(c2)OCO3)n2nc(-c3cccc(Cl)c3)nc2N1 (stereo not drawn) do in these assays?
MITF primary: 4; GPR151 ag: 1.2; TEAD-YAP inh: -7; FBW7 activator: 0.1

Next records.
How did O=C1CCCN1S(=O)(=O)c1ccccc1 do in these assays?
MITF primary: 7; GPR151 ag: -0.9; TEAD-YAP inh: -3; FBW7 activator: 0.1

What do the screens show for `O=C(NCc1cccc(Cl)c1)NCc1noc2ccccc12`?
MITF primary: -12; GPR151 ag: 6.5*; TEAD-YAP inh: -21; FBW7 activator: 0.0

Results for COc1ccc(C(=O)N2CCCC(c3ncncc3-c3ccc(C)cc3)C2)c(OC)c1OC (stereo not drawn) ?
MITF primary: 0; GPR151 ag: -1.7; TEAD-YAP inh: -2; FBW7 activator: -0.1

What do the screens show for `CC1CCC(NC(=O)C(NC(=O)c2ccccc2)C(C)C)CC1` (stereo not drawn)?
MITF primary: -12; GPR151 ag: -0.6; TEAD-YAP inh: 3; FBW7 activator: -0.3

Results for O=C(NC1CCCC1)C(c1ccccn1)N(C(=O)c1csnn1)C1CCCCC1 (stereo not drawn) ?
MITF primary: -5; GPR151 ag: -0.2; TEAD-YAP inh: -3; FBW7 activator: -0.2

Results for CCSc1nnc(NC(=O)CC(C)c2ccccc2)s1 (stereo not drawn) ?
MITF primary: -2; GPR151 ag: 0.0; TEAD-YAP inh: -7; FBW7 activator: 0.0

Results for CCOC(=O)c1sc2nc(SCC(=O)c3ccc(Cl)cc3)n(Cc3ccc(F)cc3)c(=O)c2c1C ?
MITF primary: 0; GPR151 ag: 1.4; TEAD-YAP inh: -5; FBW7 activator: 0.1

Results for CCOC(=O)CSc1nc(CC)nc2ccccc12 ?
MITF primary: -8; GPR151 ag: -0.6; TEAD-YAP inh: 4; FBW7 activator: 0.0

How did Nc1c(C(=O)NCc2ccccc2Cl)nnn1Cc1ccc(Br)cc1F do in these assays?
MITF primary: 6; GPR151 ag: 2.7; TEAD-YAP inh: 5; FBW7 activator: -0.1

What do the screens show for `COc1ccc(C2CC(c3cccs3)=NN2C(=O)CSc2nnc(CNC(=O)c3cccc(F)c3)n2C)cc1` (stereo not drawn)?
MITF primary: -6; GPR151 ag: 0.2; TEAD-YAP inh: -7; FBW7 activator: -0.1

How did Cc1ccc(NC(=O)N2CCC(O)(c3ccc(Cl)cc3)CC2)cc1 do in these assays?
MITF primary: 20; GPR151 ag: -1.1; TEAD-YAP inh: -4; FBW7 activator: 0.2

How did Cc1ccn2c(NC(=O)c3cc4cc(Br)ccc4oc3=O)c(-c3ccccc3)nc2c1 do in these assays?
MITF primary: 2; GPR151 ag: 0.6; TEAD-YAP inh: -1; FBW7 activator: 0.1

What do the screens show for `COc1ccc(C(=O)CSc2nc(C)c(C(N)=O)c(C)c2C#N)cc1`?
MITF primary: 4; GPR151 ag: 0.0; TEAD-YAP inh: 2; FBW7 activator: -0.2

How did COc1ccc(C2CC(C(F)(F)F)n3nc(C(=O)N(C)Cc4ccccc4)c(Cl)c3N2)cc1 (stereo not drawn) do in these assays?
MITF primary: -6; GPR151 ag: -0.1; TEAD-YAP inh: 7; FBW7 activator: 0.3

How did COc1ccc(C2=Nc3ccccc3N=C(c3cc(Cl)ccc3O)C2)cc1 do in these assays?
MITF primary: -7; GPR151 ag: 0.7; TEAD-YAP inh: -38; FBW7 activator: 0.0

Results for C/C(=N\NC(=O)CN(c1ccc(Oc2ccccc2)cc1)S(C)(=O)=O)C(C)(C)C ?
MITF primary: 0; GPR151 ag: -0.4; TEAD-YAP inh: -3; FBW7 activator: -0.1

Results for CC(=O)N(Cc1cc2ccccc2[nH]c1=O)c1ccc(C)cc1 ?
MITF primary: -9; GPR151 ag: 3.5; TEAD-YAP inh: 2; FBW7 activator: 0.0

How did CCOc1ccccc1C(=O)Nn1cc(C(=O)OC)c2ccccc2c1=O do in these assays?
MITF primary: 0; GPR151 ag: 0.2; TEAD-YAP inh: 2; FBW7 activator: 0.0

Results for Cc1ccc(Cl)cc1NS(=O)(=O)c1cc2c3c(c1)CCN3C(=O)CC2 ?
MITF primary: -4; GPR151 ag: 1.5; TEAD-YAP inh: 5; FBW7 activator: 0.0

How did COC(=O)C1=C(C)NC2=C(C(=O)CCC2)C1c1ccc(OC)c(OCc2ccccc2)c1 (stereo not drawn) do in these assays?
MITF primary: 7; GPR151 ag: 1.6; TEAD-YAP inh: 6; FBW7 activator: 0.1

How did CN1CCN(c2ccc(-c3cc(C(=O)NC4CC4)ccn3)cc2)CC1 do in these assays?
MITF primary: -6; GPR151 ag: 0.6; TEAD-YAP inh: -22; FBW7 activator: -0.1

Results for CCOC(=O)c1cnc2c(Cl)c(Cl)ccc2c1N1CCN(C)CC1 ?
MITF primary: 0; GPR151 ag: -0.4; TEAD-YAP inh: -6; FBW7 activator: -0.3

Results for COC(=O)C1=CN(C)C=C(C(=O)OC)C1c1ccc([N+](=O)[O-])cc1 ?
MITF primary: 17; GPR151 ag: -0.9; TEAD-YAP inh: 2; FBW7 activator: -0.1

Results for COc1ccc(-c2ccc(C)c(NC(=O)c3c(OC)cccc3OC)c2)nn1 ?
MITF primary: 21; GPR151 ag: 0.7; TEAD-YAP inh: 4; FBW7 activator: 0.5

How did Cc1cccc(N(CC(=O)O)CC(=O)O)c1 do in these assays?
MITF primary: 4; GPR151 ag: 0.5; TEAD-YAP inh: -1; FBW7 activator: -0.1

Results for COc1ccc(/C(O)=C2\C(=O)C(=O)N(c3c(C)n(C)n(-c4ccccc4)c3=O)C2c2ccc(Br)cc2)cc1 (stereo not drawn) ?
MITF primary: 7; GPR151 ag: 0.0; TEAD-YAP inh: 17; FBW7 activator: 0.0

What do the screens show for `c1ccc2c(c1)Cn1c-2nc2ccccc21`?
MITF primary: 7; GPR151 ag: -9.8; TEAD-YAP inh: 25; FBW7 activator: -0.1

Results for Cc1nn(-c2ccccc2)c(-n2cccc2)c1C(=O)N1CCOCC1 ?
MITF primary: -5; GPR151 ag: -1.1; TEAD-YAP inh: -6; FBW7 activator: 0.0

How did CCCCNC(=O)NNS(=O)(=O)c1ccc(C)cc1 do in these assays?
MITF primary: 18; GPR151 ag: 0.6; TEAD-YAP inh: -6; FBW7 activator: 0.1

Results for c1coc(CN2CCN(C3CCCCCC3)CC2)c1 ?
MITF primary: 74*; GPR151 ag: 1.1; TEAD-YAP inh: 12; FBW7 activator: -0.1

What do the screens show for `COCCSc1ccccc1C(=O)Nc1nnc(C(F)(F)F)s1`?
MITF primary: 0; GPR151 ag: 1.0; TEAD-YAP inh: 4; FBW7 activator: 0.0

What do the screens show for `CC(C)Oc1ccc(CNC(=O)CCC(=O)N2CC(C)Sc3ccccc32)cc1` (stereo not drawn)?
MITF primary: -13; GPR151 ag: -0.4; TEAD-YAP inh: 14; FBW7 activator: -0.1

How did CC(C)N(CCNC(=O)c1cccc(-c2csc3ccccc23)c1)C(C)C do in these assays?
MITF primary: 11; GPR151 ag: 0.3; TEAD-YAP inh: -2; FBW7 activator: 0.2

What do the screens show for `Cc1ccc(/C=C/c2cc(=O)n3ccsc3n2)cc1`?
MITF primary: -8; GPR151 ag: -1.8; TEAD-YAP inh: 49*; FBW7 activator: 0.0

What do the screens show for `O=C(NCc1ccccn1)c1ccc2c(=O)n(Cc3ccco3)c(=S)[nH]c2c1`?
MITF primary: -1; GPR151 ag: 0.9; TEAD-YAP inh: -1; FBW7 activator: 0.0

Results for CC(C)(C)NC(=O)c1nn2c(C(F)(F)F)cc(-c3ccc(Br)cc3)nc2c1Br ?
MITF primary: 3; GPR151 ag: 0.7; TEAD-YAP inh: -8; FBW7 activator: -0.2

How did CCC(=O)Oc1ccc2c3c(c(=O)oc2c1C)CCC3 do in these assays?
MITF primary: 4; GPR151 ag: 1.5; TEAD-YAP inh: 7; FBW7 activator: -0.1

Results for Cc1cc(C)c2c(N)c(C(=O)c3ccccc3)sc2n1 ?
MITF primary: 17; GPR151 ag: 2.2; TEAD-YAP inh: 6; FBW7 activator: 0.3

How did CCOc1ccc(NC(=O)CNC(=O)Cn2cnc3sc(C)cc3c2=O)cc1 do in these assays?
MITF primary: -16; GPR151 ag: -1.0; TEAD-YAP inh: -2; FBW7 activator: -0.1

How did CCOC(=O)Cn1c(C(F)(F)F)nc2ccccc21 do in these assays?
MITF primary: 12; GPR151 ag: -1.9; TEAD-YAP inh: -5; FBW7 activator: -0.1

Results for Cc1nc(SCC(=O)O)c(C#N)cc1C(=O)Nc1ccccc1 ?
MITF primary: 1; GPR151 ag: 0.4; TEAD-YAP inh: 3; FBW7 activator: 0.0

What do the screens show for `O=C(COc1ccccc1)NCc1nnc(SCC(=O)Nc2nccs2)n1-c1ccc(F)cc1`?
MITF primary: -6; GPR151 ag: 0.1; TEAD-YAP inh: -11; FBW7 activator: -0.2
